Compound activity as filed in PubChem BioAssay.
HIF-2a block: HIF-2a inhibition | 786-0 RCC cells HIF-2a reporter, luciferase luminescence, overnight | inhibition, % at 18.8 µM | 0.72% of 360,000 active | AID 624352;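 active = inhibition of the luminescence signal of 40% or more relative to plate controls, in a single-dose primary screen at 18.75 µM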
TRPM1 prom inh: MITF TRPM1 promoter inhibition in SK-MEL-5 cells. SK-MEL-5 TRPM1 promoter luciferase, 24 h. inhibition, % at 12.5 µM. 0.83% of 330,000 active;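 active = mean inhibition across replicates of 60% or more, whatever share of single replicates reaches that level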; note: values of inactives mirror those of a sister screen read the other way
iPSC survival up: hiPSC single-cell survival enhancement | ATPlite luminescence; 100% = ROCK inhibitor wells, 0% = DMSO | survival enhancement, % at 20 µM | 0.044% of 360,000 active | AID 602274; in the data active = survival enhancement above about 18%;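 note: cells exposed to compounds for 16 hours before the ATP read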
NR2E3 ag-1: human photoreceptor-specific nuclear receptor agonism. CHO-S Gal4-NCOR/VP16-NR2E3 two-hybrid, luciferase. inhibition of corepressor binding, % at 3.98 µM. 0.35% of 360,000 active. AID 602229;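 active = inhibition above the mean of all tested compounds plus 3 SD, cut at about 70% in these data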;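 note: 0% = DMSO with NR2E3 transfected cells and 100% = cells lacking NR2E3 construct; higher means lower luciferase signal from less NR2E3 corepressor binding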
Target sequence (Q9Y5X4 whole entry, looked up, the tested form may be a part): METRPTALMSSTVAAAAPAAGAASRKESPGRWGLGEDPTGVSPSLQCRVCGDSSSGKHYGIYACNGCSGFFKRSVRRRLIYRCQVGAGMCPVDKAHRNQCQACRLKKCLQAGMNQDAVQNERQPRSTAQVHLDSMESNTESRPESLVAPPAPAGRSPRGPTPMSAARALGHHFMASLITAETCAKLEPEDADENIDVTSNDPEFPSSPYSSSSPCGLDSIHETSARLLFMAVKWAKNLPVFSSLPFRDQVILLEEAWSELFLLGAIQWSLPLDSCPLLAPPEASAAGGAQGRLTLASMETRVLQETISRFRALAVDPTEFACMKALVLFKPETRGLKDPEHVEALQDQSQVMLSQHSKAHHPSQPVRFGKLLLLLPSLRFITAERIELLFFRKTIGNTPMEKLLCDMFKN
TRAIL sens C8: sensitizes caspase-8 expressing cells to TRAIL; NB7+C8 cells + TRAIL, ATPlite viability luminescence; inhibition (viability loss, TRAIL sensitization), % at 10 µM; 1% of 360,000 active; AID 624354;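 active = compounds causing at least 50% loss of cell viability in the single-dose screen, relative to plate controls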
Shn3 inh set2: Schnurri-3 reporter inhibition in Clone20 osteoblasts | Clone20 osteoblast Shn3 3'UTR firefly luciferase, 24 h | inhibition, % at 12.5 µM | AID 588674 | 0.52% of 360,000 active;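 active = mean inhibition of at least 75% with every replicate also reaching 75%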;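 note: 0% = median of neutral control wells and 100% = pilot-screen positive control compound; some compounds past the cut are filed as inactive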
Peg3 prom inh: reduces Peg3 promoter-driven luciferase expression in HeLa | HeLa PEG-Prom luciferase reporter, luminescence, overnight | inhibition, % at 20 µM | 1.7% of 360,000 active;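 active = inhibition of at least 50% at 20 µM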
CF NFkB inh: cystic fibrosis NF-kB activation inhibition; 0.86% of 360,000 active; KKLEB NF-kB-GFP reporter, PAF-induced, GFP fluorescence overnight; inhibition, % at 5 µM;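 active = at least 50% inhibition at 5 µM, scaled per plate between neutral and stimulator controls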;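 note: PAF is a Pseudomonas aeruginosa culture filtrate used as stimulus; plate controls were PAF-stimulated DMSO wells for no effect and unstimulated DMSO wells for full effect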
NR2E3 ag-2: NR2E3 (human) agonism. Q9Y5X4. GST-NR2E3/biotin-RetCOR TR-FRET, 1536-well. inhibition of corepressor binding, % at 4.78 µM. 0.12% of 320,000 active. AID 2300;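 active = percent inhibition above the cutoff of mean plus 3 SD of all tested compounds, set per screening campaign, cut at about 20% in these data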;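 note: 0% = DMSO wells and 100% = biotin wells as full block of FRET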
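Test system – NR2E3–RetCOR corepressor complex · Quantity – NR2E3 fusion 1.35 nM · Buffer or medium – Tris pH 7.5 · Incubation – Compound–protein incubation for 5 h at 4 °C · Technique – TR-FRET, Eu(K)-anti-GST donor, streptavidin-D2 acceptor, ex 340, em 617/671 nm · Evaluation – percent inhibition of 671/617 nm emission ratio versus biotin and DMSO controls · Plate – 1536-well format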
EBV LMP1 NFkB: inhibitors of Epstein-Barr LMP1-induced NF-kappaB reporter; LMP1-induced NF-kappaB luciferase reporter cells, luminescence; AID 504558; inhibition, % at 12.5 µM; 0.69% of 350,000 active; in the data active = inhibition above about 41%;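 note: 0% = neutral control wells and 100% = reference inhibitor control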
KKLEB cytotox: reduces viability of KKLEB cystic fibrosis airway cells; KKLEB CF airway cells viability, ATPlite luminescence, overnight; stronger effect = lower value; cells stimulated with P. aeruginosa culture filtrate; activity change (cytotoxicity), % at 5 µM; 0.36% of 360,000 active; AID 602141;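 active = corrected activity change at or below -50% at 5 µM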
Active calls of the source: *. Only part of the results is shown; the hit share may differ from the screen's.

Preview, two compounds:
CC1=CC(C)(C)N2C(=O)C(=O)c3cc(OC(=O)c4ccco4)cc1c32 was read as HIF-2a block 22, TRPM1 prom inh -2, iPSC survival up 0.1, NR2E3 ag-1 -31, TRAIL sens C8 -27, Shn3 inh set2 17, Peg3 prom inh 0, CF NFkB inh 64*, NR2E3 ag-2 3, EBV LMP1 NFkB -4 and KKLEB cytotox -15.
`COc1ccc(Cl)cc1NS(=O)(=O)c1ccc(S(=O)(=O)N2CCCC2)cc1` gave HIF-2a block -5, TRPM1 prom inh 14, iPSC survival up 0.0, NR2E3 ag-1 9, TRAIL sens C8 1, Shn3 inh set2 28, Peg3 prom inh 15, CF NFkB inh 4, NR2E3 ag-2 -1, EBV LMP1 NFkB -13 and KKLEB cytotox 5.

Results (from the top)
CC1=CC(C)(C)N2C(=O)C(=O)c3cc(OC(=O)c4ccco4)cc1c32 was read as HIF-2a block 22, TRPM1 prom inh -2, iPSC survival up 0.1, NR2E3 ag-1 -31, TRAIL sens C8 -27, Shn3 inh set2 17, Peg3 prom inh 0, CF NFkB inh 64*, NR2E3 ag-2 3, EBV LMP1 NFkB -4 and KKLEB cytotox -15.
`COc1ccc(Cl)cc1NS(=O)(=O)c1ccc(S(=O)(=O)N2CCCC2)cc1` gave HIF-2a block -5, TRPM1 prom inh 14, iPSC survival up 0.0, NR2E3 ag-1 9, TRAIL sens C8 1, Shn3 inh set2 28, Peg3 prom inh 15, CF NFkB inh 4, NR2E3 ag-2 -1, EBV LMP1 NFkB -13 and KKLEB cytotox 5.
Screening COc1ccccc1NC(=O)c1cc(C(=O)O)ccc1C(=O)O returned HIF-2a block 10, TRPM1 prom inh 7, iPSC survival up -3.7, NR2E3 ag-1 -23, TRAIL sens C8 3, Shn3 inh set2 -21, Peg3 prom inh 5, CF NFkB inh -18, NR2E3 ag-2 0, EBV LMP1 NFkB 5 and KKLEB cytotox 8.
O=[N+]([O-])c1ccc(Cl)cc1CNc1ccc(F)c(F)c1 was read as HIF-2a block 3, TRPM1 prom inh 4, iPSC survival up 2.3, NR2E3 ag-1 -50, TRAIL sens C8 -3, Shn3 inh set2 3, Peg3 prom inh 9, CF NFkB inh -17, NR2E3 ag-2 -4, EBV LMP1 NFkB -7 and KKLEB cytotox 12.
For CC1=C(C(=O)N(C(C)C)C(C)C)CC(CC(=O)NCCCN(C)C)C(=O)N1Cc1ccc(F)cc1 (configuration not stated) the results were HIF-2a block 17, iPSC survival up 3.0, NR2E3 ag-1 -3, TRAIL sens C8 -20, Shn3 inh set2 -26, Peg3 prom inh 0, CF NFkB inh 5 and KKLEB cytotox -10.
`Cc1csc(SCC(=O)Nc2ncc(Cl)c(C)c2Cl)n1` gave HIF-2a block -29, TRPM1 prom inh -19, iPSC survival up -2.9, NR2E3 ag-1 -18, TRAIL sens C8 -5, Shn3 inh set2 -11, Peg3 prom inh -19, CF NFkB inh 0, NR2E3 ag-2 -1, EBV LMP1 NFkB 1 and KKLEB cytotox 8.
`CCN(C(=O)COC(=O)c1cc(=O)[nH]c2ccccc12)C1CCS(=O)(=O)C1` (configuration not stated) gave HIF-2a block 10, TRPM1 prom inh 6, iPSC survival up 0.9, NR2E3 ag-1 -9, TRAIL sens C8 23, Shn3 inh set2 2, Peg3 prom inh 2, CF NFkB inh -12, NR2E3 ag-2 5, EBV LMP1 NFkB 2 and KKLEB cytotox 11.
Screening Cc1snc2sc(C(=O)c3ccc(F)cc3)c(N)c12 returned HIF-2a block -114, TRPM1 prom inh -27, iPSC survival up 0.5, NR2E3 ag-1 -43, TRAIL sens C8 -8, Shn3 inh set2 -24, Peg3 prom inh -103, CF NFkB inh -11, NR2E3 ag-2 3, EBV LMP1 NFkB -9 and KKLEB cytotox 16.
For C[C@@H]1CN([C@H](C)CO)S(=O)(=O)c2ccc(C#CCN(C)C)cc2O[C@@H]1CN(C)Cc1ccccc1F the results were HIF-2a block 5, iPSC survival up -0.9, NR2E3 ag-1 -26, TRAIL sens C8 -8, Shn3 inh set2 0, Peg3 prom inh -1, CF NFkB inh 6, EBV LMP1 NFkB 9 and KKLEB cytotox -4.
`Nc1ccc(C(=O)N2CCN(S(=O)(=O)c3ccc(Br)cc3)CC2)cc1[N+](=O)[O-]` gave HIF-2a block 18, TRPM1 prom inh 2, iPSC survival up 0.7, NR2E3 ag-1 1, TRAIL sens C8 11, Shn3 inh set2 4, Peg3 prom inh 10, CF NFkB inh 26, NR2E3 ag-2 -1, EBV LMP1 NFkB -4 and KKLEB cytotox -10.
O=C(O)CC(CC(=O)O)n1cccc1 was read as HIF-2a block 6, TRPM1 prom inh 7, iPSC survival up -0.6, NR2E3 ag-1 2, TRAIL sens C8 -1, Shn3 inh set2 -17, Peg3 prom inh 2, CF NFkB inh -34, EBV LMP1 NFkB 11 and KKLEB cytotox 20.
`OCCOc1ccc(CN2CCN(CCCc3ccccc3)C(CCO)C2)cc1` (configuration not stated) gave HIF-2a block 20, TRPM1 prom inh 8, iPSC survival up -0.8, NR2E3 ag-1 -6, TRAIL sens C8 1, Shn3 inh set2 1, Peg3 prom inh 28, CF NFkB inh -8, EBV LMP1 NFkB 5 and KKLEB cytotox 4.
Screening CCCCn1c(N)c(N(CC)C(=O)CSc2nnnn2-c2cc(C)ccc2C)c(=O)[nH]c1=O returned HIF-2a block 2, TRPM1 prom inh 7, iPSC survival up -1.0, NR2E3 ag-1 11, TRAIL sens C8 -5, Shn3 inh set2 13, Peg3 prom inh 0, CF NFkB inh -9, NR2E3 ag-2 3, EBV LMP1 NFkB 0 and KKLEB cytotox 23.
Screening CSc1ccccc1NC(=O)c1ccccc1C returned HIF-2a block -4, TRPM1 prom inh -1, iPSC survival up -1.7, NR2E3 ag-1 15, TRAIL sens C8 -7, Shn3 inh set2 -5, Peg3 prom inh 3, CF NFkB inh -6, NR2E3 ag-2 1, EBV LMP1 NFkB -6 and KKLEB cytotox 11.
`COc1ccc(Cl)cc1NC(=O)COc1ccc(S(=O)(=O)N2CCOCC2)cc1C` gave HIF-2a block -5, TRPM1 prom inh 6, iPSC survival up -0.1, NR2E3 ag-1 -27, TRAIL sens C8 14, Shn3 inh set2 -10, Peg3 prom inh -17, CF NFkB inh 1, NR2E3 ag-2 3, EBV LMP1 NFkB 9 and KKLEB cytotox -4.
`CCCCNC(=O)C1(C)CCN1Cc1cccc2c(OC)cc(C(=O)OCC)cc12` (configuration not stated) gave HIF-2a block 14, iPSC survival up 3.7, NR2E3 ag-1 -3, TRAIL sens C8 13, Shn3 inh set2 44, Peg3 prom inh 57*, CF NFkB inh 31 and KKLEB cytotox -9.
For Cc1ccc2oc(=O)n(Cc3ccccc3OC(C)C)c2c1 the results were HIF-2a block 17, TRPM1 prom inh 1, iPSC survival up -3.4, NR2E3 ag-1 11, TRAIL sens C8 4, Shn3 inh set2 41, Peg3 prom inh 28, CF NFkB inh -1, NR2E3 ag-2 1, EBV LMP1 NFkB 4 and KKLEB cytotox 4.
Clc1ccc(CNCCCSc2ncccn2)cc1Cl was read as HIF-2a block 12, TRPM1 prom inh -22, iPSC survival up -0.2, NR2E3 ag-1 -13, TRAIL sens C8 -3, Shn3 inh set2 -8, Peg3 prom inh -1, CF NFkB inh 12, NR2E3 ag-2 4, EBV LMP1 NFkB -14 and KKLEB cytotox -4.
Screening O=C(c1ccc(N2CCCCC2)c([N+](=O)[O-])c1)N1CCN(S(=O)(=O)c2ccccc2)CC1 returned HIF-2a block -17, TRPM1 prom inh -5, iPSC survival up -0.6, NR2E3 ag-1 15, TRAIL sens C8 5, Shn3 inh set2 18, Peg3 prom inh 15, CF NFkB inh 0, NR2E3 ag-2 1, EBV LMP1 NFkB 4 and KKLEB cytotox 2.
For Cc1cc(C)cc(NS(=O)(=O)c2cccs2)c1 the results were HIF-2a block 12, TRPM1 prom inh 5, iPSC survival up 0.1, NR2E3 ag-1 -9, TRAIL sens C8 1, Shn3 inh set2 1, Peg3 prom inh -4, CF NFkB inh -19, NR2E3 ag-2 0, EBV LMP1 NFkB 4 and KKLEB cytotox -6.
For COc1ccc(NC(=O)CC2Sc3ncnn3C2=O)cc1 (configuration not stated) the results were HIF-2a block -3, TRPM1 prom inh 9, iPSC survival up 0.3, NR2E3 ag-1 -9, TRAIL sens C8 4, Shn3 inh set2 -12, Peg3 prom inh 7, CF NFkB inh 28, NR2E3 ag-2 4, EBV LMP1 NFkB -2 and KKLEB cytotox -4.
COc1ccc(/C=C/C(=O)NCc2ccccn2)cc1OC was read as HIF-2a block 9, TRPM1 prom inh 0, iPSC survival up 0.7, NR2E3 ag-1 14, TRAIL sens C8 -9, Shn3 inh set2 -14, Peg3 prom inh -1, CF NFkB inh 12, NR2E3 ag-2 1, EBV LMP1 NFkB 4 and KKLEB cytotox 2.
For CC(C)CNS(=O)(=O)c1ccc(OCC(=O)Nc2ccc3c(c2)OCO3)c(Cl)c1 the results were HIF-2a block 9, TRPM1 prom inh -8, iPSC survival up -0.4, NR2E3 ag-1 3, TRAIL sens C8 21, Shn3 inh set2 12, Peg3 prom inh 9, CF NFkB inh -14, NR2E3 ag-2 -1, EBV LMP1 NFkB 1 and KKLEB cytotox 9.
For Cn1c(=O)c2c(nc(CN3CCN(Cc4ccccc4)CC3)n2Cc2ccc(Cl)cc2)n(C)c1=O the results were HIF-2a block -4, TRPM1 prom inh 2, iPSC survival up 3.2, NR2E3 ag-1 -17, TRAIL sens C8 43, Shn3 inh set2 -42, Peg3 prom inh -1, CF NFkB inh -15, NR2E3 ag-2 3, EBV LMP1 NFkB 8 and KKLEB cytotox 15.
For CCN1CCN(CCCNC(=O)c2ccc(CS(=O)c3ccc(Br)cc3)o2)CC1 (configuration not stated) the results were HIF-2a block 4, TRPM1 prom inh -12, iPSC survival up -0.6, NR2E3 ag-1 -14, TRAIL sens C8 -3, Shn3 inh set2 13, Peg3 prom inh 1, CF NFkB inh -4, NR2E3 ag-2 -1, EBV LMP1 NFkB -6 and KKLEB cytotox -1.
Screening CC(C)Cc1nnc(NC(=O)CSc2ccccn2)s1 returned HIF-2a block -50, TRPM1 prom inh 15, iPSC survival up 2.9, NR2E3 ag-1 3, TRAIL sens C8 6, Shn3 inh set2 -9, Peg3 prom inh -23, CF NFkB inh 4, NR2E3 ag-2 1, EBV LMP1 NFkB -9 and KKLEB cytotox 1.
CN(C)S(=O)(=O)c1ccc(NC(=O)C2CC3C=CC2C3)cc1 (configuration not stated) was read as HIF-2a block -14, TRPM1 prom inh -11, iPSC survival up 2.9, NR2E3 ag-1 0, TRAIL sens C8 1, Shn3 inh set2 6, Peg3 prom inh -21, CF NFkB inh -6, NR2E3 ag-2 -2, EBV LMP1 NFkB -3 and KKLEB cytotox 8.
